Assay outcomes from PubChem.
KB-V1 MDR tox = KB-V1 MDR subline cytotoxicity; Potency, µM (top dose mostly 46.1 µM), without a hit: top-dose activity change, negative = cytotoxicity, most hits filed as cytotoxic; AID 1347076; KB-V1 MDR cells viability, CellTiter-Glo, 72 h; 400,000 compounds, 3.4% hits; note: potency is the fitted concentration of half-maximal effect; % is set by controls: 0 for no effect and ±100 for the full control effect; nearly all actives have a fitted effect of over 60% in size
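KB-V1 MDR subline cells in DMEM (phenol-red free, 10% FBS) exposed to compounds in qHTS concentration series for 72 h at 37 degrees C. Viability read by CellTiter-Glo luminescence; concentration-effect curves fitted after normalization and correction.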
KB-3-1 cytotox = KB-3-1 parental cell cytotoxicity | KB-3-1 viability, CellTiter-Glo ATP luminescence, 72 h | Potency, µM (series often up to 46.1 µM), without a hit: at the top dose activity change, negative = cytotoxic, actives largely listed as cytotoxic | 400,000 compounds, 1.4% hits; note: potency is the fitted concentration of half-maximal effect; % is set by controls: 0 for no effect and ±100 for the full control effect; nearly all actives have a fitted effect of over 60% in size
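Screening of KB-3-1 cells (DMEM, 10% FBS, phenol-red free) ran from lowest to highest compound concentration; after 72 h at 37 °C viability was read luminescently and curves fitted.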
MCF10A rereplic = DNA re-replication induction in MCF 10a cells | Potency, µM (series often up to 46.1 µM), for the others: top-dose activity, positive = re-replication, most hits filed as activators | 350,000 compounds, 2.9% hits | AID 624296 | MCF 10A DNA re-replication, Hoechst nuclear intensity, 48 h; note: potency is the fitted concentration of half-maximal effect; % of control where 0% means no effect; nearly all actives have a fitted effect of over 50% in size
HT1080 IDH1KD tx = HT-1080 IDH1 knockdown cell toxicity (counter line); HT-1080 IDH1 knockdown viability, ATP luminescence, 48 h; Potency, µM (doses to about 46.1 µM), for inactives: top-dose activity, negative = toxicity, most hits filed as cytotoxic; 360,000 compounds, 2% hits; AID 686971;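 note: potency is the fitted concentration of half-maximal effect; 0% = DMSO wells and -100% = cell-free medium wells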
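Viability of IDH1-knockdown HT-1080 fibrosarcoma cells was assessed by CellTiter-Glo after 48 h at 37 °C with titrated compound; concentration-effect curves were classified by fit quality and response size.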
ATXN2 expr inh = ATXN2 expression inhibition | HEK-293 ATXN2-luciferase reporter, luminescence, 24 h | Potency, µM (series often up to 57 µM), for the others: top-dose activity change, negative = inhibition, hits mostly inhibitors | 360,000 compounds, 0.72% hits | AID 1745845; note: potency is the fitted concentration of half-maximal effect; % is set by controls: 0 for no effect and ±100 for the full control effect; nearly all actives have a fitted effect of over 55% in size
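ATXN2-luciferase reporter cells (luciferase flanked by upstream and downstream ATXN2 gene portions) were treated 24 h at 37 °C with compounds at up to 57 uM. SteadyGlo luminescence gave expression; GF-AFC fluorescence gave viability.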
IL1B secr inh = blocks inflammasome-driven IL-1 beta release | 360,000 compounds, 4.7% hits | THP-1 LPS/ATP IL-1B secretion, AlphaLISA, 16 h; active compounds read low | AID 743279 | activity change, % at 57.5 µM; in the data active = activity change below about -50%; inconclusive = mostly about -30% to -49%; note: % is set by controls: 0 for no effect and ±100 for the full control effect
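THP-1 cells pretreated 1 hr with compounds (up to 57.5 uM final), then stimulated with LPS (250 ng/mL final) plus ATP (1.25 mM final); secreted IL-1B measured by AlphaLISA after 16 hr, decreased signal indicating inhibition.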
HT1080NT lethal = kills 2HG-producing HT-1080-NT fibrosarcoma cells; HT-1080-NT fibrosarcoma viability, CellTiter-Glo ATP luminescence, 48 h; Potency, µM (titrated, usually from 46.1 µM), for the others: at the highest dose activity, negative = less viability, most hits filed as cytotoxic; 360,000 compounds, 1.6% hits; AID 686970;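 note: NT is the 2HG producing partner of a matched IDH1 knockdown line; potency is the fitted concentration of half-maximal effect; 0% = DMSO-treated cells and -100% = media-only wells without cells; nearly all actives have a fitted effect of over 55% in size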
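HT-1080-NT fibrosarcoma cells (2HG-overproducing), 750 cells/well in RPMI with 5% FBS, dosed after 2 h and incubated 48 h at 37C. CellTiter-Glo luminescence normalized to DMSO and no-cell wells; concentration-response curves fitted and classed.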
ATXN viability = reduces viability in counter-screen for ATXN expression inhibitors | S2 cells (HEK-293 line with an ATXN2-luciferase reporter) viability, CellTiter-Fluor protease fluorescence, 24 h | Potency, µM (top dose mostly 56.7 µM), hits mostly cytotoxic | 400,000 compounds, 0.49% hits | AID 651635; note: potency is the fitted concentration of half-maximal effect; nearly all actives have a fitted effect of over 40% in size
SW480 rereplic = induces DNA re-replication in SW480 colon adenocarcinoma cells. SW480 DNA re-replication, Hoechst DNA content imaging, 48 h. Potency, µM (top dose mostly 46.1 µM), inactives show at the highest dose re-replication activation, hits mostly activators. 340,000 compounds, 1.8% hits. AID 624297; note: potency is the fitted concentration of half-maximal effect; % of control where 0% means no effect; nearly all actives have a fitted effect of over 55% in size
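Treated cells incubate 48 hr (37 C, 5% CO2), are stained 40 min with Hoechst, and nuclear fluorescence is enumerated; a rise in nuclei with high DNA signal marks re-replication.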
Starred values were filed as active, the others as inactive; i = inactive; ? = inconclusive; . = not tested or not shown; & = joins results of further samples; [ ] = remark or other dose. Unless noted, calls come from the whole dose curve; as a rule, active = well fitted curve in the direction sought with a large enough effect; inconclusive = small, poorly fitted or top-dose-only effect, or another doubt; inactive = no such curve, though single readings can be large; an effect the other way counts as inactive or inconclusive.

SMILES	KB-V1 MDR tox	KB-3-1 cytotox	MCF10A rereplic	HT1080 IDH1KD tx	ATXN2 expr inh	IL1B secr inh	HT1080NT lethal	ATXN viability	SW480 rereplic
CCNc1ccc(P(=S)(N(C)C)N(C)C)cc1	-2%	3%	-5%	21%	5%	23	-4%	i	-4%
CN1CCN(CCC(=O)OC2CC3CCC(C2)N3C)CC1 (configuration not stated)	-2%	6%	0%	15%	0%	3	12%	i	0%
O=C(COC(=O)CCc1c[nH]c2ccccc12)Nc1ccc([N+](=O)[O-])cc1	0%	28%	-82%[inhibitor]	18%	2%	43	11%	i	-46%[inhibitor]
C=CCn1c(O)c(C(C)=Nc2ccc(C(=O)OCC)cc2)c(=O)[nH]c1=O	-2%	2%	1%	?	2%	36	0%	i	-6%[9.22 µM]
CC(CCc1ccccc1)NC(C)C(O)c1ccc(O)cc1 (configuration not stated)	-15%	0%	3%	-1%	4%&9%	-23	0%	i	0%
OC(CN1CC=C(c2ccccc2)CC1)c1ccccc1 (configuration not stated)	-24%	0%	-6%	1%	2%	-6	-2%	i	23%
CN(C)C(=O)Oc1ccc(Cl)c2ccccc12	5%	-1%	14%	-1%	-10%	-18	2%	i	-8%
O=c1[nH]c(=O)n(Cc2ccc(F)cc2)c(O)c1C=NCc1cccnc1	10%	0%	9%	5%	-9%	29	-5%	i	1%
C=CC[C@@H](CC(=O)N[C@H](CO)Cc1ccccc1)C(=O)NCCOC(=O)[C@@H](CC=C)Cc1ccc(F)cc1	-5%	0%	-3%	-4%	?	21	-20%	?	17%
COCCOC(=O)c1c(C)n(C)c2ccc(OC(=O)N(C)C)cc12	-4%	2%	-12%	-1%	-2%	3	1%	i	-13%
O=C1NC(=S)N(c2ccccc2)C(=O)/C1=C/c1ccco1	1%	-4%	-4%	-10%	?	1	4%	i	-4%
COc1ccc(OC(=O)N(C)C[C@@H]2OCc3cnnn3CCCC(=O)N([C@@H](C)CO)C[C@H]2C)cc1	?	24%	.	4%	8%	0	11%	i	.
Cc1cccc(-n2c(/C=C/c3ccc([N+](=O)[O-])o3)nc3ccccc3c2=O)c1	10µM*	10µM*	2.3µM*	?	14µM*	-104*	5%	?	6.5µM*
Cc1cc(C)n(CCOC(=O)C2C(C=C(Cl)Cl)C2(C)C)n1 (configuration not stated)	0%	?	10%	?	-8%	5	-20%	i	5%
Cc1ccc(CS(=O)(=O)CCC(=O)N2CCC3(CC2)OCCO3)cc1	0%	-4%	2%	2%	2%	3	-3%	i	-4%
Cc1ccc(CC2C(=O)N(C)C(=O)N(C)C2=O)s1	1%	1%	9%	17%	2%	-10	1%	i	0%
CSCc1nnc2n1-c1ccc(Cl)cc1C(c1ccccc1)=NC2	16µM*	?	18%	-10%	-14%	-8	-2%	i	0%
CCC(C)n1c(O)c(C=NC(C)c2ccccc2)c(=O)[nH]c1=S (configuration not stated)	4%	-8%	0%	-3%	-5%	9	-2%	i	0%
COc1cccc(N2C(=O)NC(=O)/C(=C\c3ccc([N+](=O)[O-])s3)C2=O)c1	?	-11%	24%	?	8%[11.3 µM]	-1	-5%	i	-6%
CC/C(=N\N1CCCCCC1)c1c(O)n(-c2ccc(C)cc2)c(=O)[nH]c1=O	?	-17%	-5%	-3%	6%	-4	2%	i	2%
CCCCCCC(C)(C)c1ccc([C@@H]2C[C@H](O)CC[C@H]2CCCO)c(O)c1	?	?	-4%	4.6µM*	14µM*	-67*	2.6µM*	10µM*	13%
CC1CN1c1cc2c(c3c1ccn3C)C1CCC2C1 (configuration not stated)	-6%	0%	.	5%	?	22	0%	i	.
Cc1ccc(S(=O)(=O)NC(Cc2cnc[nH]2)C(=O)O)cc1 (configuration not stated)	-3%	19%	10%	15%	1%	6	17%	i	-5%
Cc1cc(C(=O)N2CCC3(CC2)OCCO3)cs1	0%	0%	-2%	-22%	7%	-15	4%[9.24 µM]	i	-5%
CCOc1ccc(C2C(C#N)=C(N)Oc3c2c(=O)oc2ccccc32)cc1 (configuration not stated)	-3%	-1%	4%	7%	-3%	0	14%	i	-5%

Three entries picked at random from the list so far:
SMILES	KB-V1 MDR tox	KB-3-1 cytotox	MCF10A rereplic	HT1080 IDH1KD tx	ATXN2 expr inh	IL1B secr inh	HT1080NT lethal	ATXN viability	SW480 rereplic
CCC(C)n1c(O)c(C=NC(C)c2ccccc2)c(=O)[nH]c1=S (configuration not stated)	4%	-8%	0%	-3%	-5%	9	-2%	i	0%
Cc1ccc(CS(=O)(=O)CCC(=O)N2CCC3(CC2)OCCO3)cc1	0%	-4%	2%	2%	2%	3	-3%	i	-4%
COc1cccc(N2C(=O)NC(=O)/C(=C\c3ccc([N+](=O)[O-])s3)C2=O)c1	?	-11%	24%	?	8%[11.3 µM]	-1	-5%	i	-6%

Structural class, those above with a carbonyl joined to an NH by a bond outside any ring.
SMILES	KB-V1 MDR tox	KB-3-1 cytotox	MCF10A rereplic	HT1080 IDH1KD tx	ATXN2 expr inh	IL1B secr inh	HT1080NT lethal	ATXN viability	SW480 rereplic
O=C(COC(=O)CCc1c[nH]c2ccccc12)Nc1ccc([N+](=O)[O-])cc1	0%	28%	-82%[inhibitor]	18%	2%	43	11%	i	-46%[inhibitor]
C=CC[C@@H](CC(=O)N[C@H](CO)Cc1ccccc1)C(=O)NCCOC(=O)[C@@H](CC=C)Cc1ccc(F)cc1	-5%	0%	-3%	-4%	?	21	-20%	?	17%

Results in KB-3-1 cytotox (4 entries from above):
compound	KB-3-1 cytotox
CCOc1ccc(C2C(C#N)=C(N)Oc3c2c(=O)oc2ccccc32)cc1 (configuration not stated)	-1%
CN1CCN(CCC(=O)OC2CC3CCC(C2)N3C)CC1 (configuration not stated)	6%
CN(C)C(=O)Oc1ccc(Cl)c2ccccc12	-1%
O=C(COC(=O)CCc1c[nH]c2ccccc12)Nc1ccc([N+](=O)[O-])cc1	28%

These rows are one share of the data. The share of hits here may be higher or lower than overall.
